Screens: PubChem, several laboratories
SR-BI HDL uptake: inhibitors of SR-BI mediated HDL lipid uptake, primary screen, ldlA[mSR-BI] cells, fluorescence, single point | inhibition, % at 12.5 µM | ldlA[mSR-BI] CHO cells, DiI-HDL uptake fluorescence, 3 h | Scavenger receptor class B member 1 (Mus musculus), Q61009 | 320,000 compounds, 0.96% hits;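 active = mean replicate inhibition of at least 70% and a set share of replicates each scoring 70 or more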;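 also: 0% = median of neutral control wells and 100% = median of positive control wells; values of inactives mirror those of a sister screen read the other way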
Target sequence (Q61009 whole entry, looked up): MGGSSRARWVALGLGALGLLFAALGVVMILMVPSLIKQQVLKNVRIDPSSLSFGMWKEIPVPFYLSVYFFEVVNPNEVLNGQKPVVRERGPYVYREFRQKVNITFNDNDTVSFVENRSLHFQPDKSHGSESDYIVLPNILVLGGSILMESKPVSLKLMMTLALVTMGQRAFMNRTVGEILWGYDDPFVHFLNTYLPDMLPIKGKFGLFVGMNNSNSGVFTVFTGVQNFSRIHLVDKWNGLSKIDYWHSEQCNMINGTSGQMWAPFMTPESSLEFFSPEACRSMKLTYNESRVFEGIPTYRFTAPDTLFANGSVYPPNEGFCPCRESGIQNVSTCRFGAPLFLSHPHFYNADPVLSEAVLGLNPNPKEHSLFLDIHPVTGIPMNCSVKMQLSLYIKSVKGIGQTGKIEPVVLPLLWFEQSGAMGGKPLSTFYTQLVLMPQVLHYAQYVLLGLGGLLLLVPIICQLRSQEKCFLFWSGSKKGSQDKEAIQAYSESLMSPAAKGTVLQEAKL
CAL PDZ FP-1: untagged CAL PDZ binding inhibitors, primary screen, biochemical, fluorescence polarization, HTS; purified CAL PDZ, TMR-peptide fluorescence polarization, 1 h; inhibition, % at 24.9 µM; AID 602252, 2012; 300,000 compounds, 0.92% hits;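 active = mean inhibition of at least 30% with at least half of replicates also reaching 30%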;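 also: 0% = DMSO neutral control and 100% = excess unlabeled competitor peptide PRC23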
AddAB inh: growth inhibition of E. coli expressing H. pylori AddAB, primary screen, AddAB inhibitor project, absorbance; inhibition, % at 11.9 µM; 330,000 compounds, 0.29% hits; in the data active = inhibition above about 12%;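 also: 0% = vehicle wells of infected cells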
MITF TRPM1 HTS: activators of MITF-driven TRPM1 promoter reporter, primary screen, cell-based, SK-MEL-5, luciferase, single point; SK-MEL-5 TRPM1-promoter luciferase, 24 h; % of positive control, neutral wells = 0; activation, % at 12.5 µM; AID 588334, 2011; 300,000 compounds, 0.75% hits;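 active = mean activation of at least 80% with every replicate also reaching 80%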;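 also: 0% = neutral control wells and 100% = parthenolide positive control wells; values of inactives mirror those of a sister screen read the other way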
CAL PDZ FP-2: CAL PDZ peptide-binding inhibitors, primary screen, biochemical, fluorescence polarization, Cer-tagged CAL PDZ, HTS; Golgi-associated PDZ and coiled-coil motif-containing protein (Homo sapiens), Q9HD26; purified CAL PDZ, TMR-peptide fluorescence polarization, 1 h; inhibition, % at 20 µM; 330,000 compounds, 0.02% hits; AID 504414, 2011;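 active = highest replicate inhibition of at least 40%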;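 also: plate controls were DMSO neutral control wells for no effect and unlabeled competitor peptide control wells for full effect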
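Control set: unlabelled peptide and DMSO controls / Material: purified CerCALP PDZ construct / Timing: 1 h incubation at room temperature before polarization reading / Doses: 20 µM, one dose / Detection: fluorescence polarization (mP)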
phage Ecoli inh: growth loss of phage-infected E. coli, primary screen, RecBCD inhibitor project, absorbance, with phage, HTS; inhibition, % at 11.9 µM; 360,000 compounds, 0.26% hits; AID 651602, 2012; in the data active = inhibition above about 11%
SR-BI uptake up: activators of SR-BI mediated DiI-HDL uptake, primary screen, ldlA[mSR-BI] CHO cells, DiI fluorescence. 3 h; 100 = double the neutral-control signal. activation, % at 12.5 µM. 320,000 compounds, 0.096% hits;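 active = mean replicate activation of at least 60% and every replicate at or above 60%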;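 also: 0% = median plate neutral-control signal and 100% = twice that signal; values of inactives mirror those of a sister screen read the other way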
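Test system: SR-BI-overexpressing, LDLR-lacking CHO cells. Measured by: DiI fluorescence, bottom read. Medium: Ham's F12 with 0.5% BSA, HEPES 25 mM, pH 7.4. Timing: 3 h uptake period with compound, 37 °C.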
E coli growth: E. coli V3065 growth inhibition, primary screen, counter-screen for AddAB inhibitor project, absorbance, OD600; 18 h; inhibition, % at 11.9 µM; 330,000 compounds, 0.27% hits;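 active = inhibition above the campaign's mean inhibition across all tested compounds plus 3 SD, cut at about 9.9% in these data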;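 also: uninfected addAB+ strain grown without phage in ampicillin broth; 0% = DMSO wells and 100% = ciprofloxacin 0.95 µg/ml wells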
Wnt bcat act: Wnt/beta-catenin pathway activators, primary screen, cell-based, plate reader, single point | 300,000 compounds, 1.2% hits | AID 743398, 2014 | Wnt/beta-catenin reporter cell assay, activator | activation, % at 9.35 µM; in the data active = activation above about 30%, passing the limit was not always enough;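 also: 0% = neutral control wells and 100% = positive control wells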
Tat export inh: E. coli Tat export inhibitors, primary screen, MC4100, TorA-mCherry reporter, fluorescence, single point; AID 488895, 2010; inhibition, % at 10 µM; 340,000 compounds, 0.036% hits;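 active = mean replicate inhibition at least 50% and at least half of replicates individually reaching 50%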;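 also: exported cargo escapes ClpAP degradation while cytoplasmic cargo is degraded and loses fluorescence; 0% = median of neutral control wells and 100% = median of NaSCN control wells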
* marks the source's active call; other numbers are inactive results.

How did Cc1cccc(-n2nnc(C(=O)NCc3ccccc3)c2N)c1 do in these assays?
SR-BI HDL uptake: 21; CAL PDZ FP-1: -1; AddAB inh: 2.0; MITF TRPM1 HTS: 13; CAL PDZ FP-2: -0.8; phage Ecoli inh: -1.2; SR-BI uptake up: -21; E coli growth: 0.5; Wnt bcat act: 4; Tat export inh: -4

What do the screens show for `CC(C)C(NC(=O)C1CCC(C(C)(C)C)CC1)C(=O)NCCc1ccc(S(N)(=O)=O)cc1` (centres undefined)?
SR-BI HDL uptake: -13; CAL PDZ FP-1: -5; AddAB inh: -0.1; CAL PDZ FP-2: -1.1; phage Ecoli inh: 1.5; SR-BI uptake up: 13; E coli growth: 0.2; Wnt bcat act: -1; Tat export inh: -10

How did Cc1cccc(C)c1NC(=O)c1sc(N)nc1-c1ccccc1 do in these assays?
SR-BI HDL uptake: -18; CAL PDZ FP-1: 2; AddAB inh: -0.7; MITF TRPM1 HTS: 6; CAL PDZ FP-2: -18; phage Ecoli inh: 2.2; SR-BI uptake up: 18; E coli growth: 2.6; Wnt bcat act: 1; Tat export inh: 3

What do the screens show for `COC(=O)CSc1nc(NC(C)C)nc(N2CCOCC2)n1`?
SR-BI HDL uptake: -10; CAL PDZ FP-1: 2; AddAB inh: 1.7; MITF TRPM1 HTS: -4; CAL PDZ FP-2: -0.2; phage Ecoli inh: 3.1; SR-BI uptake up: 10; E coli growth: 0.2; Tat export inh: 0

What do the screens show for `CCOc1ccc(NC(=O)C2CCC(CNc3c(N4CCOCC4)c(=O)c3=O)CC2)cc1` (centres undefined)?
SR-BI HDL uptake: 11; AddAB inh: -0.6; MITF TRPM1 HTS: -7; CAL PDZ FP-2: -0.1; phage Ecoli inh: 0.7; SR-BI uptake up: -11; E coli growth: -0.5; Wnt bcat act: -1; Tat export inh: 2

How did COc1ccc(CCC(=O)NCc2cn3ccc(C)cc3n2)cc1 do in these assays?
SR-BI HDL uptake: -7; AddAB inh: 2.9; CAL PDZ FP-2: -1.3; phage Ecoli inh: 1.5; SR-BI uptake up: 7; E coli growth: -0.4; Wnt bcat act: -2; Tat export inh: -3

What do the screens show for `O=C(COC(=O)C1CCN(c2ccc(C(F)(F)F)cn2)CC1)c1ccc(Cl)cc1`?
SR-BI HDL uptake: -13; CAL PDZ FP-1: 2; AddAB inh: 2.6; MITF TRPM1 HTS: 11; CAL PDZ FP-2: -1.4; phage Ecoli inh: 4.3; SR-BI uptake up: 13; E coli growth: 3.0; Wnt bcat act: 3; Tat export inh: 5

Results for CC1=CCC2C(=O)N(Cc3ccccc3)C(=O)C2C1 (centres undefined) ?
SR-BI HDL uptake: -4; CAL PDZ FP-1: 0; AddAB inh: -0.8; MITF TRPM1 HTS: 6; CAL PDZ FP-2: 2.6; phage Ecoli inh: 2.4; SR-BI uptake up: 4; E coli growth: 0.9; Tat export inh: -3

Results for Cc1cnc(NC(=O)Cc2ccc(S(=O)(=O)N3CCOCC3)s2)s1 ?
SR-BI HDL uptake: -5; CAL PDZ FP-1: -1; AddAB inh: -0.1; MITF TRPM1 HTS: 19; CAL PDZ FP-2: -0.7; phage Ecoli inh: -1.0; SR-BI uptake up: 5; E coli growth: -0.3; Wnt bcat act: -3; Tat export inh: -8

Results for Cc1ccccc1/C=N/Nc1ncnc2nc[nH]c12 ?
CAL PDZ FP-1: -6; AddAB inh: 0.4; MITF TRPM1 HTS: 38; CAL PDZ FP-2: 0.5; phage Ecoli inh: 4.8; E coli growth: 1.5; Wnt bcat act: 10; Tat export inh: 1

How did COc1ccc(OC)c2sc(Cl)nc12 do in these assays?
SR-BI HDL uptake: -10; CAL PDZ FP-1: 0; AddAB inh: -16; MITF TRPM1 HTS: -13; CAL PDZ FP-2: -0.4; phage Ecoli inh: -0.3; SR-BI uptake up: 10; E coli growth: 0.1; Wnt bcat act: 0; Tat export inh: -4

Results for COCCNC(=O)CCSc1nc(-c2ccc(OC)cc2)cc(C(F)(F)F)n1 ?
SR-BI HDL uptake: 66; AddAB inh: -1.1; CAL PDZ FP-2: -1.8; phage Ecoli inh: -1.7; SR-BI uptake up: -66; E coli growth: -1.9; Wnt bcat act: 5; Tat export inh: 2

What do the screens show for `CCOC(=O)N1CCC(NC(=O)c2ccc(CS(=O)c3cccc(Cl)c3)o2)CC1` (centres undefined)?
SR-BI HDL uptake: 6; CAL PDZ FP-1: -5; AddAB inh: 2.5; MITF TRPM1 HTS: 6; CAL PDZ FP-2: -0.4; phage Ecoli inh: 3.5; SR-BI uptake up: -6; E coli growth: -0.8; Wnt bcat act: -1; Tat export inh: 2

Results for CC1CCC(NC(=O)c2cc3ccccc3cc2O)CC1 (centres undefined) ?
SR-BI HDL uptake: 48; CAL PDZ FP-1: -1; AddAB inh: 4.0; MITF TRPM1 HTS: 94*; CAL PDZ FP-2: -1.3; phage Ecoli inh: 1.8; SR-BI uptake up: -48; E coli growth: 3.5; Wnt bcat act: 46*; Tat export inh: 7

What do the screens show for `COc1ccc(C(=O)OCC(=O)NC2CC2)cc1F`?
SR-BI HDL uptake: -1; CAL PDZ FP-1: -3; AddAB inh: -2.2; MITF TRPM1 HTS: -9; CAL PDZ FP-2: 0.6; phage Ecoli inh: 2.4; SR-BI uptake up: 1; E coli growth: 0.3; Wnt bcat act: -1; Tat export inh: 18

The final two compounds of the section before lead into the next:
Results for CC1CCC(NC(=O)c2cc3ccccc3cc2O)CC1 (centres undefined) ?
SR-BI HDL uptake: 48; CAL PDZ FP-1: -1; AddAB inh: 4.0; MITF TRPM1 HTS: 94*; CAL PDZ FP-2: -1.3; phage Ecoli inh: 1.8; SR-BI uptake up: -48; E coli growth: 3.5; Wnt bcat act: 46*; Tat export inh: 7

What do the screens show for `COc1ccc(C(=O)OCC(=O)NC2CC2)cc1F`?
SR-BI HDL uptake: -1; CAL PDZ FP-1: -3; AddAB inh: -2.2; MITF TRPM1 HTS: -9; CAL PDZ FP-2: 0.6; phage Ecoli inh: 2.4; SR-BI uptake up: 1; E coli growth: 0.3; Wnt bcat act: -1; Tat export inh: 18

How did O=C(c1ccco1)N1N=C(c2cccs2)CC1c1ccccc1O (centres undefined) do in these assays?
SR-BI HDL uptake: -1; CAL PDZ FP-1: -2; AddAB inh: 2.7; MITF TRPM1 HTS: 0; CAL PDZ FP-2: -1.0; phage Ecoli inh: 0.1; SR-BI uptake up: 1; E coli growth: 2.9; Wnt bcat act: -2; Tat export inh: -4

What do the screens show for `CCn1c(SCc2nc3ccccc3[nH]2)nnc1-c1cccs1`?
SR-BI HDL uptake: 0; AddAB inh: 1.1; MITF TRPM1 HTS: -10; CAL PDZ FP-2: -2.4; phage Ecoli inh: 3.8; SR-BI uptake up: 0; E coli growth: 1.5; Wnt bcat act: 0; Tat export inh: -3

How did O=C(CNC(=O)c1ccc(Cl)cc1)c1ccc(Cl)cc1 do in these assays?
SR-BI HDL uptake: -9; CAL PDZ FP-1: -9; AddAB inh: 3.4; MITF TRPM1 HTS: 57; phage Ecoli inh: 4.4; SR-BI uptake up: 9; E coli growth: 1.6; Wnt bcat act: 7; Tat export inh: 2

How did COCc1ccc(CN2CCC(N3CCC(C(=O)N4CCCC4)CC3)CC2)o1 do in these assays?
SR-BI HDL uptake: -14; CAL PDZ FP-1: -4; AddAB inh: 1.2; MITF TRPM1 HTS: -14; CAL PDZ FP-2: -1.0; phage Ecoli inh: 1.1; SR-BI uptake up: 14; E coli growth: 2.9; Wnt bcat act: 2; Tat export inh: 4

How did O=C(Nc1ccc2c(c1)CCC2)c1cccc(OC(F)F)c1 do in these assays?
AddAB inh: -0.9; phage Ecoli inh: 3.9; E coli growth: -0.5; Wnt bcat act: 65*

How did Cc1cc(N(CCO)CCO)ccc1C(c1ccc(N(CCO)CCO)cc1C)c1ccccc1Cl do in these assays?
SR-BI HDL uptake: -5; AddAB inh: -1.3; MITF TRPM1 HTS: -12; CAL PDZ FP-2: 0.1; phage Ecoli inh: 3.1; SR-BI uptake up: 5; E coli growth: -1.6; Tat export inh: 4

Results for CC1(C)CC(=O)C(C=Nc2ccc(O)cc2)=C(O)C1 ?
SR-BI HDL uptake: 0; CAL PDZ FP-1: -1; AddAB inh: -0.3; MITF TRPM1 HTS: 15; CAL PDZ FP-2: -2.3; phage Ecoli inh: 1.5; SR-BI uptake up: 0; E coli growth: 0.1; Wnt bcat act: 6; Tat export inh: 3

How did O=C(CSCc1ccccc1Cl)N/N=C/c1ccco1 do in these assays?
SR-BI HDL uptake: -4; CAL PDZ FP-1: -1; AddAB inh: -0.7; MITF TRPM1 HTS: -3; CAL PDZ FP-2: -2.8; phage Ecoli inh: 4.9; SR-BI uptake up: 4; E coli growth: -2.2; Wnt bcat act: -1; Tat export inh: -5

Results for CC(C)(Oc1ccc(Cl)cc1)C(=O)OCC(=O)N1CCCC1 ?
SR-BI HDL uptake: -13; CAL PDZ FP-1: -2; AddAB inh: 1.1; MITF TRPM1 HTS: -9; CAL PDZ FP-2: 0.1; phage Ecoli inh: 0.4; SR-BI uptake up: 13; E coli growth: 2.2; Tat export inh: 1

How did CCOC(=O)C1=C(O)/C(=C/c2ccc(CNC(=O)C(=O)Nc3ccc(C)cc3)o2)N=C1C do in these assays?
SR-BI HDL uptake: 11; CAL PDZ FP-1: 4; AddAB inh: 5.8; MITF TRPM1 HTS: -8; CAL PDZ FP-2: 0.2; phage Ecoli inh: 1.8; SR-BI uptake up: -11; E coli growth: -1.5; Tat export inh: 3

Results for CCn1c(SCC(=O)Nc2ccc3c(c2)OCCO3)nnc1-c1c[nH]c2ccccc12 ?
SR-BI HDL uptake: 33; AddAB inh: -1.1; CAL PDZ FP-2: -0.5; phage Ecoli inh: 3.9; SR-BI uptake up: -33; E coli growth: 0.5; Wnt bcat act: 0; Tat export inh: 14

How did CCS(=O)(=O)N1CCN(CC2CC3C=CC2C3)CC1 (centres undefined) do in these assays?
SR-BI HDL uptake: -1; CAL PDZ FP-1: -1; AddAB inh: 1.0; phage Ecoli inh: 3.2; SR-BI uptake up: 1; E coli growth: -0.6; Wnt bcat act: 2; Tat export inh: 3

How did O=C(NN=Cc1ccc(OC(F)F)cc1)c1ccc(NS(=O)(=O)c2cccs2)cc1 do in these assays?
SR-BI HDL uptake: 64; CAL PDZ FP-1: -6; AddAB inh: 1.2; MITF TRPM1 HTS: 30; CAL PDZ FP-2: -0.8; phage Ecoli inh: 1.7; SR-BI uptake up: -64; E coli growth: 0.1; Wnt bcat act: 51*; Tat export inh: -9

Results for COc1cccc2c1C1COC3C4CC(C(=O)O)C(C(C2)N13)N4C (centres undefined) ?
SR-BI HDL uptake: -24; CAL PDZ FP-1: -4; CAL PDZ FP-2: -0.5; phage Ecoli inh: 1.8; SR-BI uptake up: 24; Wnt bcat act: -24; Tat export inh: -11
